H1N1 NS1A inhibition – H1N1 influenza NS1A inhibitors, functional cell based assay (AID 504329) | one-dose inhibition, % at 12.5 µM; IC50 in µM for titrated hits | NS1A functional cell-based assay, percent inhibition; higher % means a stronger effect | 0.3% of 340,000 active; in the data active = a potency from the dose series; inconclusive = inhibition above about 27% without an active follow-up result; note: strong numbers were not always called active
PhoP GFP inhibition – PhoP regulon inhibitors, Salmonella typhi PhoP promoter GFP reporter, confirmatory (AID 1850); Salmonella Typhi PhoP-promoter GFP reporter, fluorescence, 4 h; higher % means a stronger effect; inhibition, % at 50 µM; hits with a dose series show IC50 in µM; 0.33% of 310,000 active; in the data active = a potency from the dose series; inconclusive = inhibition mostly from about 25% at the one dose, without a potency; inactive = the rest, 99 in 100 with inhibition below about 19%;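 note: 0% = induced wells with vehicle and 100% = uninduced wells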
VEEV TC-83 Vero – inhibitors of VEEV TC-83 cytopathic effect, confirmation, Vero cells (AID 588727). 0.13% of 350,000 active. Vero cells, VEEV TC-83 cytopathic effect inhibition; higher % means a stronger effect. inhibition, % at 20 µM; hits with a dose series show IC50 in µM; in the data active = a potency from the dose series; inconclusive = inhibition mostly from about 14% at the one dose, without a potency; inactive = the rest, 99 in 100 with inhibition below about 12%; note: strong numbers were not always called active
tuberculosis growth – growth inhibition of non-replicating M. tuberculosis (AID 488890); Mycobacterium tuberculosis non-replicating, growth inhibition; higher % means a stronger effect; inhibition, % at 25 µM, or IC50 in µM where a hit was titrated; 0.39% of 320,000 active; in the data active = a potency from the dose series; inconclusive = inhibition mostly from about 82% at the one dose, without a potency; inactive = the rest, 99 in 100 with inhibition below about 76%;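 note: plate controls were DMSO cells for no effect and high antibiotic wells for full effect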
M. tuberculosis HTS – M. tuberculosis growth inhibition, HTS (AID 449762) | M. tuberculosis H37Rv growth inhibition, 7H9 media; higher % means a stronger effect | inhibition, % at 25 µM, or IC50 in µM where a hit was titrated | 0.59% of 330,000 active; in the data active = a potency from the dose series; inconclusive = inhibition above about 70% without an active follow-up result;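 note: bacterial growth assessed after seven days of incubation; strong numbers were not always called active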
VEEV TC-83 Vero 10K pilot screen – second read-out of VEEV TC-83 Vero, no call of its own (marks repeat the call); inhibition, %; measured here: 10K pilot screen inhibition
* marks the source's active call; other numbers are inactive results; i = inactive; u = inconclusive; x = no result given. Outcome played no part in choosing rows. Share with any hit: about 1.4%.

SMILES	H1N1 NS1A inhibition	PhoP GFP inhibition	VEEV TC-83 Vero	tuberculosis growth	M. tuberculosis HTS	others
O=C(C1CCC(Cn2c(=S)[nH]c3ccccc3c2=O)CC1)N1CCOCC1 (configuration not stated)	-2%	12%	0.3%	20%	1%
Cc1cc(-c2nn(-c3ccccc3F)cc2CN2CCCC(O)C2)c(C)s1 (configuration not stated)	-1%	-3%	i	15%	38%
CSCCC(NC(=O)c1ccc([N+](=O)[O-])cc1Cl)C(=O)OCC(=O)NC1CCCC(C)C1C (configuration not stated)	1%	-11%	0.5%	1%	-6%
Cn1c(SCC(=O)NNC(=O)c2ccc(Cl)cc2)nnc1-c1cccnc1	-18%	3%	1.0%	8%	1%
Cc1cccc(NC(=O)c2cc(S(=O)(=O)N3CCc4ccccc43)cn2C)c1C	4%	-4%	0.1%	-17%	-7%
COC(=O)c1cc(S(=O)(=O)N(C)Cc2ccco2)c[nH]1	7%	5%	i	5%	-3%
CC(C)CN(C(=O)COC(=O)/C=C/c1ccc(Cl)c(Cl)c1)c1c(N)n(Cc2ccccc2)c(=O)[nH]c1=O	0%	x	32%	x	x
CN1CC2([N+](=O)[O-])CC=C(OCCO)C([N+](=O)[O-])(C1)C2 (configuration not stated)	4%	-3%	0.4%	-11%	-6%
COc1ccc(Nc2nc(-c3sc(C)nc3C)cs2)cc1	7%	-2%	7.2%	29%	12%
O=C(NN=Cc1ccc(O)cc1)C(=O)NN=Cc1ccc(O)cc1	-16%	x	0.7%	x	x
O=C(CNc1cccc(S(=O)(=O)N2CCCC2)c1)Nc1ccc(F)cc1F	-8%	-5%	10%	-19%	-4%
O=C(Nc1ccc(C(=O)N2CCCC(CO)C2)cc1)c1ccc(Br)o1 (configuration not stated)	0%	x	0.1%	-2%	2%	VEEV TC-83 Vero 10K pilot screen=1.5

Reprinted from the part before: seven entries, then new ones.
SMILES	H1N1 NS1A inhibition	PhoP GFP inhibition	VEEV TC-83 Vero	tuberculosis growth	M. tuberculosis HTS	others
COC(=O)c1cc(S(=O)(=O)N(C)Cc2ccco2)c[nH]1	7%	5%	i	5%	-3%
CC(C)CN(C(=O)COC(=O)/C=C/c1ccc(Cl)c(Cl)c1)c1c(N)n(Cc2ccccc2)c(=O)[nH]c1=O	0%	x	32%	x	x
CN1CC2([N+](=O)[O-])CC=C(OCCO)C([N+](=O)[O-])(C1)C2 (configuration not stated)	4%	-3%	0.4%	-11%	-6%
COc1ccc(Nc2nc(-c3sc(C)nc3C)cs2)cc1	7%	-2%	7.2%	29%	12%
O=C(NN=Cc1ccc(O)cc1)C(=O)NN=Cc1ccc(O)cc1	-16%	x	0.7%	x	x
O=C(CNc1cccc(S(=O)(=O)N2CCCC2)c1)Nc1ccc(F)cc1F	-8%	-5%	10%	-19%	-4%
O=C(Nc1ccc(C(=O)N2CCCC(CO)C2)cc1)c1ccc(Br)o1 (configuration not stated)	0%	x	0.1%	-2%	2%	VEEV TC-83 Vero 10K pilot screen=1.5
O=C(Nc1cccc(S(=O)(=O)N2CCCC2)c1)c1ccc2c(=O)n3c(nc2c1)CCCCC3	4%	-2%	9.7%	5%	1%
CN1CCN(c2nc3c(c(=O)[nH]c(=O)n3C)n2CCCSc2nnnn2-c2ccccc2)CC1	4%	3%	0.3%	-3%	-11%
CCC(Oc1ccccc1)C(=O)Nc1ccc(-c2nnc(-c3ccco3)o2)cc1 (configuration not stated)	3%	-12%	4.8%	46%	59%
CC(C)(CO)N1CCN(C(=S)Nc2ccccc2)CC1	-6%	-14%	4.5%	7%	2%
Cc1cc(C(=O)CCC(=O)NNC(=O)c2ccccc2O)c(C)s1	5%	-4%	2.0%	-24%	-1%
Cc1cc(/C=C(\C#N)C(=O)Nc2ccccc2)c(C)n1-c1cccnc1	-3%	-3%	4.2%	-7%	-1%
Cn1c(N)c(S(=O)(=O)N2CCN(c3ccccc3F)CC2)c(=O)n(C)c1=O	-10%	-3%	1.4%	-11%	1%
COc1ccccc1CNS(=O)(=O)c1c(C)[nH]c(=O)[nH]c1=O	-9%	-3%	0.0%	4%	4%
O=C(CN1CCN(c2ccccc2O)CC1)Nc1ccc([N+](=O)[O-])cc1Br	-10%	5%	1.1%	23%	-1%
CCn1c(SCC(=O)NCC2CCCO2)nnc1-c1ccccc1OC (configuration not stated)	-18%	x	i	7%	6%
Cc1nnc(SCC(=O)Nc2ccccc2)n(N)c1=O	0%	9%	0.4%	-1%	-3%
O=C(c1nc2ncccn2n1)N1CCc2ccccc2C1	-11%	-2%	0.5%	-12%	-6%	VEEV TC-83 Vero 10K pilot screen=0.4

Compounds above with an aryl thioether with sulfur outside any ring:
SMILES	H1N1 NS1A inhibition	PhoP GFP inhibition	VEEV TC-83 Vero	tuberculosis growth	M. tuberculosis HTS	others
Cn1c(SCC(=O)NNC(=O)c2ccc(Cl)cc2)nnc1-c1cccnc1	-18%	3%	1.0%	8%	1%
CN1CCN(c2nc3c(c(=O)[nH]c(=O)n3C)n2CCCSc2nnnn2-c2ccccc2)CC1	4%	3%	0.3%	-3%	-11%
CCn1c(SCC(=O)NCC2CCCO2)nnc1-c1ccccc1OC (configuration not stated)	-18%	x	i	7%	6%
Cc1nnc(SCC(=O)Nc2ccccc2)n(N)c1=O	0%	9%	0.4%	-1%	-3%

Filtered by structure: the entries above with fluorine (three)
SMILES	H1N1 NS1A inhibition	PhoP GFP inhibition	VEEV TC-83 Vero	tuberculosis growth	M. tuberculosis HTS	others
Cc1cc(-c2nn(-c3ccccc3F)cc2CN2CCCC(O)C2)c(C)s1 (configuration not stated)	-1%	-3%	i	15%	38%
O=C(CNc1cccc(S(=O)(=O)N2CCCC2)c1)Nc1ccc(F)cc1F	-8%	-5%	10%	-19%	-4%
Cn1c(N)c(S(=O)(=O)N2CCN(c3ccccc3F)CC2)c(=O)n(C)c1=O	-10%	-3%	1.4%	-11%	1%

(next part)
SMILES	H1N1 NS1A inhibition	PhoP GFP inhibition	VEEV TC-83 Vero	tuberculosis growth	M. tuberculosis HTS	others
O=C(Nc1ncccc1O)c1cccc(S(=O)(=O)N2CCN(c3ccc(F)cc3)CC2)c1	-1%	x	4.2%	x	x
CCOc1ccc(C(=O)N(CN2CCCC2=O)c2cccc(Cl)c2)cc1	-1%	6%	0.1%	4%	4%
CCCN(CCC)C(=O)CCS(=O)(=O)c1cccc2nsnc12	-1%	16%	1.1%	6%	5%
O=C(Cn1cnc2c(OCc3ccccc3)ncnc21)N1CCN(c2ccccn2)CC1	6%	x	1.0%	-3%	-6%
Cc1ccc2nc(-c3ccccc3C)oc(=O)c2c1	-5%	-7%	3.7%	u	3%
COC(=O)c1c(NC(=O)c2cccc(S(=O)(=O)N3CCN(C)CC3)c2)sc(C)c1C	9%	1%	7.0%	40%	6%
CC(C)CCn1c(=O)c2ccccc2n2c(CN3CCOCC3)nnc12	14%	15%	0.8%	5%	8%
CC(=O)c1ccc([C@@H]2C[C@]34CN(Cc5cccc(C(F)(F)F)c5)S(=O)(=O)[C@H]3C[C@H]2O4)cc1	-6%	4%	i	15%	-3%
S=c1nc(-c2ccccc2Cl)[nH][nH]1	-5%	-1%	0.9%	3%	-9%
Cc1ccc(NC(=O)CCNS(=O)(=O)c2ccc3c(c2)oc(=O)n3C)cc1	2%	-10%	3.0%	-6%	-10%
O=C(CSc1nc2cc(Cl)ccc2s1)c1cc2ccccc2o1	1%	-7%	i	75%	58%
Cc1cc(C)nc(NC(=O)CSc2nn(C)c(=S)s2)n1	4%	9%	0.7%	18%	1%
COC(=O)c1ccccc1NC(=O)COc1ccc(S(=O)(=O)NC(C)C)cc1	-8%	-1%	5.0%	14%	-5%
CN(Cc1ccccc1NS(=O)(=O)c1ccc2ccccc2c1)C1CCCCC1	0%	1%	i	8%	-4%
COC(=O)C1=C(c2ccc(Cl)c(C(F)(F)F)c2)C[C@@H]2CC[C@H]1N2C(=O)NCC1CC1	4%	x	6.5%	25%	1%
COc1ccc(CC(=O)N(CC2CCCO2)c2nc3ccccc3s2)cc1 (configuration not stated)	1%	-7%	1.1%	-8%	13%	VEEV TC-83 Vero 10K pilot screen=3.0
CN(C)CCN(C(=O)C1CCN(S(=O)(=O)c2cccs2)CC1)c1nc2c(F)cccc2s1	4%	3%	0.5%	-8%	-6%
C/C(N)=C(/C#N)C(=O)COC(=O)c1cccc(C)c1O	-12%	-4%	2.6%	5%	4%
CCN(CC)S(=O)(=O)c1ccc(/C=C/C(=O)OCC(=O)Nc2cccc3ccccc23)cc1	4%	-4%	i	41%	69%
CCN1C(=O)[C@@H]2[C@H](C1=O)[C@@H]1C(=O)Nc3ccccc3C(=O)N1[C@@H]2c1cccc(OC)c1	7%	-15%	0.0%	-9%	4%	VEEV TC-83 Vero 10K pilot screen=0.5
CCCCCCNC(=O)CSc1nccn1Cc1ccccc1	0%	2%	i	43%	-14%
Brc1ccccc1-c1nnc(CSc2nnnn2-c2ccccc2)o1	5%	9%	0.2%	20%	4%
CCOC(=O)N1CCC(NC(=O)c2cc(C(=O)Nc3cccc(OC)c3)ccc2CO)CC1	3%	-8%	3.5%	7%	5%
COc1ccc([C@H]2CC(=O)C=C(C#CC(C)(C)C)C2)cc1	-1%	x	0.1%	-8%	14%	VEEV TC-83 Vero 10K pilot screen=0.0
C/C(=N\NC(=O)c1ccc(N/N=C(\C)c2ccc(O)cc2)cc1)c1ccc(O)cc1	-10%	14%	72%	17%	25%
O=C(COC(=O)c1cccnc1Cl)NCC1CCCO1 (configuration not stated)	-4%	9%	0.6%	-13%	-11%
CCN1CCN(C(=O)CCc2nc3ccccc3c(=O)[nH]2)CC1	2%	-2%	0.3%	-12%	-8%
Cc1ccccc1C(=O)NC1CC2CCCC(C1)N2Cc1ccc(Cl)cc1 (configuration not stated)	-8%	-2%	i	-1%	8%
COc1ccc(CN2CCN(CC(O)Cn3c4ccccc4c4ccccc43)CC2)cc1 (configuration not stated)	16%	-4%	1.0%	u	u
COc1ccc(C2=NOC(C(=O)NC(C)(C)C)C2)cc1 (configuration not stated)	-1%	-6%	4.6%	7%	7%
Cc1cc(NC(=O)CSc2ccc3nnc(-c4ccccc4)n3n2)no1	6%	-4%	2.8%	-1%	1%
Cc1cc(NC(=O)Nc2ccc(Cl)cc2)n(C(C)(C)C)n1	-3%	-3%	1.0%	-6%	-8%
CC(C)Oc1ccccc1OCCN(C)C	-8%	-7%	1.1%	-7%	-10%
CCCCNC(=S)N(C)/N=C/c1ccc(OCc2ccc(C(=O)OC)cc2)c(OC)c1	13%	-6%	6.8%	26%	u
O=C(Nc1ccc([N+](=O)[O-])cc1)c1cc(-c2ccccn2)nc2c(Cl)cccc12	-4%	-7%	i	-7%	38%
CN(C)/C=C(/C(=O)c1ccc(F)cc1)S(=O)(=O)c1ccc(F)cc1	-1%	7%	2.3%	-12%	0%
O=C(/C=C\Nc1ccccn1)c1ccccc1	2%	-5%	1.3%	-4%	-3%
CCn1c(COc2ccc(C)cc2)nnc1SCC(=O)Nc1cc(OC)ccc1OC	7%	-14%	1.4%	50%	-16%
Cc1cc(S(=O)(=O)N2CCCC2)ccc1OCC(=O)NCc1ccccn1	-4%	12%	0.7%	1%	2%
